Screens: PubChem BioAssay, National Center for Advancing Translational Sciences (NCATS)
S-ASM inh = Inhibitors of Secretory Acid Sphingomyelinase (S-ASM): qHTS; placental ASM, HMU-PC fluorogenic substrate, 60 min; AID 504937, 2011; 340,000 tested, 0.006% active; Potency, µM (titrated, usually from 57.5 µM), inactives show at the highest dose activity change, negative = inhibition, actives largely listed as inhibitors; note: potency is the fitted concentration of half-maximal effect
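Fluorogenic HMU-PC substrate (9 uM final) is turned over by placental ASM in 60 min at 37 C after a 10 min compound preincubation. Reaction ended by alkaline stop (pH 10), with fluorescence read at 386/447 nm.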
TSHR antagonist = Antagonists of the Thyroid Stimulating Hormone Receptor: HTS campaign; Thyrotropin receptor (Homo sapiens), P16473; TSHR-expressing cells, TSH-stimulated cAMP HTRF, 2 h; stronger effect = lower value; activity change, negative = inhibition, % at 11.5 µM; 330,000 tested, 0.2% active;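 active = activity change below a set negative limit, meaning inhibition stronger than a set level, cut at about -70% in these data; inconclusive = activity change between two set negative limits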; note: % is set by controls: 0 for no effect and ±100 for the full control effect
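TSHR-expressing cells were treated with compounds, then stimulated with TSH at EC80 (4nM final) for 2 hours at 37 deg C. Cellular cAMP was measured by HTRF competition between lysate cAMP and cAMP-d2 for a cryptate-labelled anti-cAMP antibody.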
BCR signal inh = qHTS Assay to Find Inhibitors of Chronic Active B-Cell Receptor Signaling | AID 493014, 2011 | Potency, µM (series often up to 46.1 µM), inactives show at the highest dose ratio change, negative = lower green/red ratio, actives largely listed as inhibitors | ABC-DLBCL IkBa-CBG/CBR reporter, luminescence ratio, 4 h | 340,000 tested, 0.05% active; active = well fitted inhibition curve with a large enough effect in the signal ratio, with a control signal flat, not every such curve was filed as active; inconclusive = small, poorly fitted or top-dose-only effect, or effect the other way, or a change in a side signal; the % refers to the signal ratio;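 note: potency is the fitted concentration of half-maximal effect; plate controls were basal doxycycline-induced cells for no effect and cells given 10 µM MG132 for full effect; MG132 reads +100%, hits lower the ratio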
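TMD8 ABC-DLBCL cells carrying doxycycline-inducible green luciferase fused to IkappaBalpha plus unfused red luciferase were exposed to compounds (up to 46 uM) for 4 hrs at 37C. Activity came from the overlap-corrected green/red luminescence ratio.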
GALK inh = qHTS Assay for Inhibitors of Human Galactokinase (GALK) | P51570 | Purified GALK, Kinase-Glo residual ATP luminescence | Potency, µM (doses to about 57.5 µM), for the others: top-dose activity change, negative = inhibition, hits mostly inhibitors | 270,000 tested, 0.007% active; note: potency is the fitted concentration of half-maximal effect; % is set by controls: 0 for no effect and ±100 for the full control effect
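Luminescence from leftover ATP (Ultra-Glo luciferase/luciferin) served as read-out after a 1 h room-temperature reaction of 5 nM GALK with 35 uM ATP and 100 uM galactose.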
USP2a block = qHTS Assay for Inhibitors of Ubiquitin-specific Protease USP2a Using CHOP2 as the Reporter; Ubiquitin carboxyl-terminal hydrolase 2 (Homo sapiens), O75604; 330,000 tested, 0.01% active; USP2 core, Ub-CHOP2 coupled fluorogenic reporter, 485/531; AID 463254, 2010; Potency, µM (highest dose often 38.3 µM), for inactives: at the top dose activity change, negative = inhibition, actives largely listed as inhibitors;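 note: potency is the fitted concentration of half-maximal effect; plate controls were DMSO wells for no effect and full inhibition by NEM control for full effect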
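USP2 core (10nM final) preincubated 30min RT with compound in 20mM Tris-HCl pH 8.0, 2mM CaCl2, 2mM beta-mercaptoethanol, 0.05% CHAPS; 25nM Ub-CHOP2 plus 25nM reporter substrate added, fluorescence (Ex485/Em531) read after 60min.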
Eya2 inh = qHTS Assay for Inhibitors of the Phosphatase Activity of Eya2 | Potency, µM (highest dose often 76.9 µM), for inactives: at the top dose activity, negative = inhibition, most hits filed as inhibitors | 330,000 tested, 0.006% active | recombinant Eya2, OMFP fluorescence dephosphorylation (OMFP is methylfluorescein phosphate); note: potency is the fitted concentration of half-maximal effect; % is set by controls: 0 for no effect and ±100 for the full control effect
Target sequence (O00167 whole entry, looked up): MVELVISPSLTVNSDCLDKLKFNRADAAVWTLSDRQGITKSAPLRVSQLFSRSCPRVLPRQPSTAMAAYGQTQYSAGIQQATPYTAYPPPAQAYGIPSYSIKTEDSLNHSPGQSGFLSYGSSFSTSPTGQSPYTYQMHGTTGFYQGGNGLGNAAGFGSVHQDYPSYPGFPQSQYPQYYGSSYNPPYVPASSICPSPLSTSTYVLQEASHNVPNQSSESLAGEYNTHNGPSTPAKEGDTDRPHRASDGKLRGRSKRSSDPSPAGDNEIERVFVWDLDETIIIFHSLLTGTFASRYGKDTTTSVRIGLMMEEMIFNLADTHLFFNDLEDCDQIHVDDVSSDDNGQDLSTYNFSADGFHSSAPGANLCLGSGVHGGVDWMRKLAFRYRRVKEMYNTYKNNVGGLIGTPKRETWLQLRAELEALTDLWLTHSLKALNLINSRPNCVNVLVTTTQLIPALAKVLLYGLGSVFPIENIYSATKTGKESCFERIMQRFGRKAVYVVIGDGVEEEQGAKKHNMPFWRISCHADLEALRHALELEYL
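Eya2 (0.2 uM) preincubated 10 min at ambient with compound, then OMFP substrate added at 50 uM; 10 min reaction in 50 mM HEPES pH 7.5, 50 mM NaCl, 5 uM MgCl2, 0.05% BSA, 1 mM DTT. Fluorescence read at Ex 485/Em 525 nm.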
PKM2 act = qHTS Assay for Activators of Human Muscle isoform 2 Pyruvate Kinase; Pyruvate kinase PKM (Homo sapiens), P14618; Potency, µM (series often up to 57.5 µM), for the others: at the top dose activation, actives largely listed as activators; purified PKM2, Kinase-Glo ATP luminescence, activation; response scale: 0% is enzyme alone, no compound; AID 1631, 2009; 260,000 tested, 0.34% active; note: potency is the fitted concentration of half-maximal effect; % is set by controls: 0 for no effect and ±100 for the full control effect; nearly all actives have a fitted effect of over 55% in size
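Purified hPK-M2 (>95% pure) converted ADP (0.1 mM final) to ATP with 0.5 mM PEP in 50 mM imidazole pH7.2, KCl, MgCl2, Tween 20, BSA; 1 h at room temperature. ATP detected by Kinase-Glo luminescence.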
MBNL1 CUG block = qHTS Assay for Inhibitors of MBNL1-poly(CUG) RNA binding | Potency, µM (top dose mostly 57.5 µM), for the others: at the highest dose activity change, negative = inhibition, hits mostly inhibitors | 280,000 tested, 0.036% active | Muscleblind-like protein 1 (Homo sapiens), Q9NR56 | TR-FRET MBNL1-His/biotin-(CUG)12 binding, 665/545 ratio | AID 2675, 2010; active = well fitted inhibition curve with a large enough effect in the signal ratio, with a control signal flat, not every such curve was filed as active; inconclusive = small, poorly fitted or top-dose-only effect, or effect the other way, or a change in a side signal; inactive = no such curve, though single readings can be large or run the other way; the % refers to the signal ratio; note: potency is the fitted concentration of half-maximal effect; % is set by controls: 0 for no effect and ±100 for the full control effect
Target sequence (Q9NR56 whole entry, looked up): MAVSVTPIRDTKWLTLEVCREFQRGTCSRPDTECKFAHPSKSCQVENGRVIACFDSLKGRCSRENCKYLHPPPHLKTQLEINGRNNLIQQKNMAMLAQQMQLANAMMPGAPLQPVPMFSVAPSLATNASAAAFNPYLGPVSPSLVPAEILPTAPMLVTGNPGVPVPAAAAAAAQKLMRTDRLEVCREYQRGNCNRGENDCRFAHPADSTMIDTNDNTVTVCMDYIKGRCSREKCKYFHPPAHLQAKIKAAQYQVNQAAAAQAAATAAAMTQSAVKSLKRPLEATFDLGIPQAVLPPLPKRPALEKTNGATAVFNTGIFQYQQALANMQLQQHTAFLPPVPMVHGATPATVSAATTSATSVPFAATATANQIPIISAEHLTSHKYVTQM
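Inhibition of protein-RNA binding appears as loss of TR-FRET between terbium anti-His antibody on MBNL1-His and streptavidin-XL665 on biotin-(CUG)12. Activity is normalized to buffer-only and uninhibited-complex controls.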
Mito fusion yeast = qHTS Assay for Small Molecule Inhibitors of Mitochondrial Division or Activators of Mitochondrial Fusion | S. cerevisiae fusion-defective mutant growth rescue, CellTiterGlo 48 h | Potency, µM (top dose mostly 46.1 µM), for the others: at the highest dose growth rescue (activation), usual class: activators | 320,000 tested, 0.23% active | AID 485298, 2010;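 note: potency is the fitted concentration of half-maximal effect; % of control where 0% means no effect; nearly all actives have a fitted effect of over 45% in size; temperature-sensitive fusion mutants such as fzo1-1 at 37 °C on non-fermentable ethanol glycerol medium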
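Luminescent cell viability in 1536-well qHTS format served as the measure of rescued growth in ts fusion-mutant S. cerevisiae cultured on non-fermentable YPEG for 48 hours at 37C.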
hERG WT inh = qHTS for Inhibitors of KCHN2 3.1: Wildtype qHTS; Voltage-gated inwardly rectifying potassium channel KCNH2 (Homo sapiens), Q12809; 340,000 tested, 0.37% active; AID 720551, 2013; activity change, % at 1.84 µM; U2OS, BacMam KCNH2, thallium flux FluxOr; stronger effect = lower value;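 active = maximum activity change below -70%; inconclusive = maximum activity change between -70% and -50%; inactive = maximum activity change above -50%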; note: % is set by controls: 0 for no effect and ±100 for the full control effect
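U2OS cells transduced with wild-type KCNH2 virus are loaded with FluxOr dye for 45 min, and thallium flux is measured in kinetic reads before and after stimulation buffer. Rate constants are normalized to DMSO controls.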
Menin-MLL TR inh = qHTS Assay for Inhibitors Targeting the Menin-MLL Interaction in MLL Related Leukemias: Competition With Texas Red Labeled MLL-derived Mutant Peptide | O00255 | Menin + Texas Red MLL mutant peptide, fluorescence polarization | Potency, µM (doses to about 61.6 µM), for the others: at the top dose FP activity change, negative = inhibition, hits mostly inhibitors | 270,000 tested, 0.23% active | AID 1768, 2009; active = well fitted inhibition curve with a large enough effect in the polarisation, with a control signal flat, not every such curve was filed as active; inconclusive = small, poorly fitted or top-dose-only effect, or effect the other way, or a change in a side signal; inactive = no such curve, though single readings can be large or run the other way; the % refers to the polarisation; note: potency is the fitted concentration of half-maximal effect; % of control where 0% means no effect; many of its hits are not listed in these tables
The depositor's hits bear a star; ? = inconclusive; . = not tested or not shown; [ ] = another dose, or the depositor's remark. Unless noted, calls come from the whole dose curve; as a rule, active = well fitted curve in the direction sought with a large enough effect; inconclusive = small, poorly fitted or top-dose-only effect, or another doubt; inactive = no such curve, though single readings can be large; an effect the other way counts as inactive or inconclusive. A portion of the library. The share of hits here may be higher or lower than overall.

SMILES	S-ASM inh	TSHR antagonist	BCR signal inh	GALK inh	USP2a block	Eya2 inh	PKM2 act	MBNL1 CUG block	Mito fusion yeast	hERG WT inh	Menin-MLL TR inh
O=C(NC1(C(F)(F)F)N=C2SCCN2C1=O)c1ccccc1F (stereo unspecified)	3%	0	10%	-3%	0%	4%	-1%	1%	-3%	-6	.
Cc1ccc(O)c(-c2cc(-c3ccccc3F)[nH]n2)c1	-7%	-15	4%	-3%	2%	10%	-5%	4%	17%	-4	.
CC(C)N(C)S(=O)(=O)c1ccc(NC(=O)CSC(=S)N2CCCC2)cc1	0%	-7	-11%	.	2%	17%	.	.	7%	5	.
CCOc1ccc(/C=N/OCC(=O)Nc2cc(C)on2)cc1	-1%	-8	0%	2%	-1%	-1%	-1%	-1%	-11%	25	1%
O=C(Nc1ccc(-c2cccc(F)c2)cc1)C1CCCN(Cc2ccccn2)C1 (stereo unspecified)	-3%	-29	?	-1%	2%	-2%	-8%	-9%	-1%	24	1%
COC(=O)c1ccc(NC(=O)C2CCCN2S(=O)(=O)c2ccc(F)cc2)cc1 (stereo unspecified)	-1%	-12	0%	0%	2%	4%	-3%	17%	3%	-4	-5%
COc1ccc(CCN(Cc2cccs2)S(=O)(=O)c2ccc(S(=O)(=O)N3CCCCCC3)cc2)cc1OC	4%	4	-5%	1%	4%	-9%	-1%	?	0%	8	-13%
COc1ccc(OCC(=O)Nc2ccccc2N2CCN(C)CC2)cc1	1%	3	-13%	-2%	-2%	-10%	-1%	-2%	-10%	5	?
Cc1occc1-c1nnc(SCC(=O)Nc2ccc(F)cc2)n1C	11%	.	0%	1%	4%	-9%	.	-6%	-22%	6	.
COCCN(C(=O)CCC(=O)Nc1cccnc1)C(C(=O)NC1CCCCC1)c1ccccc1 (stereo unspecified)	-3%	-3	-1%	5%	-1%	6%	1%	2%	-1%	9	4%
CCN1CCN(CCCNC(=O)C(NC(=O)C2CCC(C)CC2)C(C)C)CC1 (stereo unspecified)	.	9	1%	5%	2%	-10%	-4%	-2%	-1%	.	0%
COc1ccc(CNC(=O)/C=C/c2cc3c(cc2Br)OCO3)cc1	-3%	-5	1%	3%	0%	-12%	1%	-8%	6%	0	-13%
Cc1ccc2c(c1)C(c1ccncc1)=NNC(c1ccccc1)=N2	1%	15	?	-1%	11%	-7%	-4%	16%	8%	-2	-2%
Cc1ccnc2nc(C(=O)OCC(=O)Nc3ccccc3C(C)(C)C)nn12	0%	-9	5%	-2%	2%	1%	-2%	-11%	4%	-2	-8%
CCCCn1c(=O)[nH]c(=O)c2c1nc(COC(=O)c1c(C)noc1C)n2CCC	17%	-5	-1%	5%	-1%	9%	0%	-2%	-2%	-6	-5%

One compound at a time (already shown):
CCN1CCN(CCCNC(=O)C(NC(=O)C2CCC(C)CC2)C(C)C)CC1 (stereo unspecified) is listed as S-ASM inh = .; TSHR antagonist = 9; BCR signal inh = 1%; GALK inh = 5%; USP2a block = 2%; Eya2 inh = -10%; PKM2 act = -4%; MBNL1 CUG block = -2%; Mito fusion yeast = -1%; hERG WT inh = .; Menin-MLL TR inh = 0%
CCOc1ccc(/C=N/OCC(=O)Nc2cc(C)on2)cc1 is listed as S-ASM inh = -1%; TSHR antagonist = -8; BCR signal inh = 0%; GALK inh = 2%; USP2a block = -1%; Eya2 inh = -1%; PKM2 act = -1%; MBNL1 CUG block = -1%; Mito fusion yeast = -11%; hERG WT inh = 25; Menin-MLL TR inh = 1%

Other structures follow.
SMILES	S-ASM inh	TSHR antagonist	BCR signal inh	GALK inh	USP2a block	Eya2 inh	PKM2 act	MBNL1 CUG block	Mito fusion yeast	hERG WT inh	Menin-MLL TR inh
Cc1cc(C)n(C(=O)c2ccccc2[N+](=O)[O-])n1	2%	6	1%	1%	1%	-2%	-4%	?	0%	0	-12%
COc1ccc(C)cc1NC(=O)c1ccccc1N(C)S(=O)(=O)c1ccccc1	-1%	9	?	6%	2%	-7%	-1%[11.5 µM]	-2%	-2%	-1	13%
CCCN(CCC)S(=O)(=O)c1ccc(C(=O)Nc2ccc(S(=O)(=O)Nc3nnc(CC)s3)cc2)cc1	3%	-12	?	-6%	-9%	5%	2%	0%	-4%	6	?
CCOc1[nH]n(-c2ccc(Cl)cc2)c(=O)c1C=Nc1ccc(OC)cc1	-17%	43	-2%	0%	3%	-24%	-1%	11%	4%	-4	19%
O=C(CN1C(=O)C2CCCCC2C1=O)NC1CCCc2ccccc21 (stereo unspecified)	-1%	-3	6%	.	1%	17%	.	.	8%	8	.
CC(=O)N1CCN(S(=O)(=O)c2cccc(C(=O)Nc3ccccc3N3CCCC3)c2)CC1	0%	5	-2%	.	0%	2%	.	.	-1%	3	.
COC(=O)Cn1ncc(N2C3CC(CC(C)(C)C3)C2C)c(Cl)c1=O (stereo unspecified)	-1%	12	5%	1%	0%	-5%	-9%	.	0%	21	5%
COC(=O)c1ccc2c(c1)NC(=O)C(N1CCCC1)S2 (stereo unspecified)	-1%	-3	6%	-1%	0%	0%	1%	3%	-1%	-3	11%
O=C(CN1C(=O)NC2(CCCCC2)C1=O)NNC(=O)C1CC1	0%	-1	1%	.	-2%	17%	.	.	-2%	1	.
O=C(O)c1cccc(NS(=O)(=O)c2ccc3c(c2)OCCCO3)c1	-1%	-6	5%	-2%	-1%	17%	-1%	-4%	1%	1	-13%
Cc1nn(-c2ccccc2)c(Cl)c1/C=N/Nc1nc2ccccc2n1C	-13%	3	-5%	.	-2%	-2%	3%	8%	7%	-1	-1%
COc1ccccc1C(C(=O)NC1CCCCC1)N(C(=O)c1csnn1)C1CC1 (stereo unspecified)	0%	33	-1%	1%	1%	-1%	.	-6%	19%	-1	?
CCC(C(=O)O)n1cnc2scc(-c3ccc(C)c(C)c3)c2c1=O (stereo unspecified)	9%	-12	2%	5%	2%	9%	0%	-4%	4%	-4	3%
Cc1cc(C)c(C#N)c(SCc2cn3ccccc3n2)n1	4%	-18	-6%	-2%	0%	-7%	?	-14%	10%	8	-23%

Nothing new here: 2 of the compounds above.
SMILES	S-ASM inh	TSHR antagonist	BCR signal inh	GALK inh	USP2a block	Eya2 inh	PKM2 act	MBNL1 CUG block	Mito fusion yeast	hERG WT inh	Menin-MLL TR inh
CCOc1[nH]n(-c2ccc(Cl)cc2)c(=O)c1C=Nc1ccc(OC)cc1	-17%	43	-2%	0%	3%	-24%	-1%	11%	4%	-4	19%
O=C(CN1C(=O)C2CCCCC2C1=O)NC1CCCc2ccccc21 (stereo unspecified)	-1%	-3	6%	.	1%	17%	.	.	8%	8	.
